Screening data deposited in PubChem BioAssay by The Scripps Research Institute Molecular Screening Center.
SIAE primary – blocks human sialic acid acetylesterase. AID 1053197. 370,000 compounds, 0.69% hits. Q9HAT2. SIAE FP-Rh probe binding, fluorescence polarization. inhibition, % at 9.66 µM;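 active means inhibition above a cutoff: mean of compounds within the control limits plus 3 SD of those, cut at about 17% in these data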;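 further: 0% = plate median of compound wells and 100% = probe without SIAE protein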
Target sequence (Q9HAT2 whole entry, looked up): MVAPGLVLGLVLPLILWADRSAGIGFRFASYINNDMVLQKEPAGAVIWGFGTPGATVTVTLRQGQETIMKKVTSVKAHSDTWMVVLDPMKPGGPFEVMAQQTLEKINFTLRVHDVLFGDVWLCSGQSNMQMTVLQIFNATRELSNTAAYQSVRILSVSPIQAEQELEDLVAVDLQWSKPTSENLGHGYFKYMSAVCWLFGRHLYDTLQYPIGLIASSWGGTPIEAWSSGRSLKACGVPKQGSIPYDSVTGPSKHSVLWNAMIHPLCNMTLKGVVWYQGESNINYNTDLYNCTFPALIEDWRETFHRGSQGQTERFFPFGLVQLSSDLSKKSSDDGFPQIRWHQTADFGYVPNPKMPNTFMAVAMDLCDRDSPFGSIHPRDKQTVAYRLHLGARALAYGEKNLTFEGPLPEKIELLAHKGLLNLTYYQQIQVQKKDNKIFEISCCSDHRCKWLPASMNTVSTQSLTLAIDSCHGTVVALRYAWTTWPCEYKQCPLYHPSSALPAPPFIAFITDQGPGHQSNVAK
mABHD4 FP – ABHD4 (mouse) inhibition, primary FP screen; Q8VD66; AID 720543; inhibition, % at 8.92 µM; purified mABHD4, FP-Rh probe fluorescence polarization; 370,000 compounds, 0.54% hits;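 active means inhibition exceeding the mean over every tested compound plus 3 SD, cut at about 30% in these data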;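 further: 0% = plate median of compound wells and 100% = S159A mutant with DMSO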
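Test system: mABHD4 protein; Read-out basis: % inhibition; Incubation: 45 min + 60 min at 25 °C; Repeats: single replicate; Technique: fluorescence polarization with parallel and perpendicular emission, 525/598 nm; Compound: 8.92 µM, single dose; Benchmarks: full inhibition S159A mutant plus DMSO, zero as sample-well median.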
LEDGF integ inh – blocks HIV-1 LEDGF/p75-dependent DNA integration | TR-FRET IN-LEDGF/p75 DNA integration, Eu/Cy5 | inhibition, % at 3.7 µM | 370,000 compounds, 0.64% hits | AID 743269;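 active means inhibition above the screen-wide mean plus 3 SD, cut at about 13% in these data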;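 further: signal is the Cy5 over europium emission ratio at 671 and 618 nm; 0% = plate median of compound wells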
TCR-CD3 inh – inhibitors of human TCR-CD3 interaction. TAMRA-labeled TCR probe fluorescence, biochemical. inhibition, % at 9.4 µM. 360,000 compounds, 0.37% hits; in the data active means inhibition above about 19%;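 further: recombinant mutant TCR 2C K166C tagged with TAMRA read by polarization; 0% = receptor in buffer alone and 100% = receptor with positive control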
DDE Tn7 FP inh – inhibitors of Tn7 peptide binding to human fibrin DD(E); P02675; 370,000 compounds, 0.13% hits; AID 720508; inhibition, % at 8.3 µM; FP displacement of FITC-Tn7 peptide from fibrin DD(E); 0% = median of compound wells per plate;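 active means inhibition above the mean of compounds falling within the control limits plus 3 SD of them, cut at about 14% in these data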;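 further: 0% = plate median of compound wells and 100% = 10 µM Aha-Tn7 peptide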
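Assay system: human fibrin DD(E) protein / Input: 2 µM fibrin DD(E) / Benchmarks: high control of 10 µM Aha-Tn7 peptide / Measured by: fluorescence polarization of the labelled Tn7 tracer / Medium: Tris buffer with calcium and detergent, pH 7.8 / Timing: 10 min compound pre-incubation, 3 h probe incubation at room temperature / Repeats: one replicate per compound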
HTRA1 inh – blocks human HTRA1 serine peptidase; Q92743; recombinant HTRA1, FP-rhodamine activity-based probe, fluorescence polarization; inhibition, % at 5.96 µM; 340,000 compounds, 0.5% hits; in the data active means inhibition above about 36%;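 further: 0% = enzyme with DMSO and 100% = wells lacking enzyme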
UHRF1 MBD2 ctr – UHRF1 methyl-DNA binding inhibition; UHRF1 binding to methylated oligo, TR-FRET; inhibition, % at 4.4 µM; 370,000 compounds, 0.75% hits; AID 687016; in the data active means inhibition above about 21%;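 further: UHRF1 SRA domain binding a hemimethylated CpG hairpin DNA probe; 0% = median of test compound wells and 100% = reference inhibitor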
PRMT1 FP inh – PRMT1 (human) inhibition, primary screen. Q99873. 370,000 compounds, 1.3% hits. inhibition, % at 2.79 µM. recombinant PRMT1, activity-based probe fluorescence polarization. AID 652257;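 active means inhibition above about 21% made by adding two undisclosed values, limit read from the data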
Target sequence (Q99873 whole entry, looked up): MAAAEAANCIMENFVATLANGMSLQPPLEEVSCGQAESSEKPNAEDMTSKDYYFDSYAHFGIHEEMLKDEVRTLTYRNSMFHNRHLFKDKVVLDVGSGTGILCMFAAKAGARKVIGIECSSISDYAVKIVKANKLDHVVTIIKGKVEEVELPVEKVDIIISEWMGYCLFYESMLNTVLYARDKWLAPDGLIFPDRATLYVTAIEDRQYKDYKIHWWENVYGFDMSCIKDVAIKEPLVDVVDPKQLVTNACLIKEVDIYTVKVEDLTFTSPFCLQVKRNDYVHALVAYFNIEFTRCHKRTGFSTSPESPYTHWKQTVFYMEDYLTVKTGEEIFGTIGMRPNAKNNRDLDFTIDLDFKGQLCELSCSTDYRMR
PG9 binder – binds the HIV-1 gp120 antibody PG9 | TR-FRET gp120-PG9 antibody binding | inhibition, % at 6.7 µM | 360,000 compounds, 0.43% hits | AID 624416; in the data active means inhibition above about 8.5%
TDP2 absorb – blocks human TDP2 phosphodiesterase activity; O95551; recombinant TDP2, T5PNP hydrolysis, p-nitrophenol absorbance 415 nm; inhibition, % at 12.8 µM; 370,000 compounds, 0.34% hits; AID 720702;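 active means inhibition above the mean of all tested compounds plus 3 SD, set per campaign, cut at about 25% in these data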;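 further: 0% = DMSO with enzyme and 100% = buffer with substrate but no TDP2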
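System – recombinant human TDP2 · Quantity – TDP2 enzyme at 120 nM final · Doses – single concentration, 12.8 µM nominal, with 1% DMSO · Incubation – 2 h at 37 °C · Measured by – epi absorbance of p-nitrophenol freed from T5PNP by hydrolysis · Read-out – % inhibition relative to enzyme-containing and enzyme-free wells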
The depositor's hits bear a star; . = no result given.

The line under a structure holds: mABHD4 FP, UHRF1 MBD2 ctr, LEDGF integ inh, TDP2 absorb, TCR-CD3 inh, HTRA1 inh, PRMT1 FP inh, DDE Tn7 FP inh, PG9 binder, SIAE primary
O=C1C2C3C=CC(C2C(=O)N1C1CCCCC1)C1C(=O)N(C2CCCCC2)C(=O)C31 (stereo not given)
→ 0, 0, 2, 4, 4, 3, 0, -1, 1.7, 1
Cc1ccc(S(N)(=O)=O)c(C)c1-n1cnnn1
→ -2, -5, -1, 2, 6, 1, -2, 6, -0.7, -1
CN(C(=O)COC(=O)c1cc2ccccc2oc1=O)C1CCCCC1
→ 5, 1, -4, -3, -7, 5, 27*, 3, 0.7, 4
Cc1ccccc1NC(=O)CN1C(=O)CSc2ccccc21
→ -4, 10, 1, 2, 5, 4, -1, 0, -0.2, -2
CC12CCC(C(=O)Nc3ccccc3Cl)([C@H](Br)C1=O)C2(C)C (stereo not given in full)
→ -4, 0, -1, 0, 8, 3, -7, 2, -2.8, 5
CC(C)(C)c1ccc(C(=O)Oc2ccc3c(c2)OCC3=O)cc1
→ -3, 0, 0, -11, 3, -5, 1, -2, -2.0, -11
O=C(O)COCC(=O)Nc1ccc2c(c1)oc1ccccc12
→ 0, 0, -7, 6, -9, 8, 3, 4, -1.1, 3
CCNC(=O)NCCc1c[nH]c2ccc(Cl)cc12
→ -2, 3, 2, -6, -1, -1, -1, 1, -1.0, 3
O=C(OCn1nnc2ccccc2c1=O)c1ccco1
→ -2, 0, 4, 5, 3, -3, 0, 2, -0.7, 1
Nn1c(SCc2ccc([N+](=O)[O-])cc2)nnc1-c1n[nH]c2c1CCC2
→ 6, 0, 1, -2, ., ., 1, 2, ., -6
COc1ccc(NC(=O)c2cccc(N3C(=O)C4C5CCC(C5)C4C3=O)c2)cc1 (stereo not given)
→ -7, 0, 4, -6, -9, -6, -4, 1, -0.6, 1
CCOC(=O)c1c(N)sc2c(NC(C)=O)cccc12
→ 6, -3, 2, 12, 0, 2, -1, 4, -1.5, -2
ClCc1cc2ccccc2nc1Cl
→ 3, 2, 0, 1, -11, 0, 4, 8, 4.2, -1
CCCCNC(=O)C1c2ccccc2OCC(=O)N1Cc1cccnc1 (stereo not given)
→ 8, -2, -3, 0, -1, ., 3, 1, -1.1, 2
Cc1nc(CS(=O)(=O)c2ccccn2)sc1C(=O)NNC(=O)c1c(F)cccc1Cl
→ -2, 0, 0, 2, -3, ., 3, 4, 0.3, -10
CC(C)Sc1nc(-c2cccs2)nc2cc(Cl)ccc12
→ 4, 5, -3, -7, -2, ., 0, 8, -0.6, -3
COc1ccc(NC(=S)Nc2cccc(C(F)(F)F)c2)c(C)c1
→ -3, -1, -1, 8, 1, 9, 0, 7, 0.3, 2
CCCn1nc(C(=O)OCC(=O)c2c(N)n(C)c(=O)n(C)c2=O)c2ccccc2c1=O
→ -14, 2, 3, -6, -8, -6, 6, 0, 0.9, -9
CCCCNC(=O)C[C@H]1C[C@@]2(C(=O)OC)C(=C[C@H](C3CCCC3)O[C@@H]2C)N(Cc2ccco2)C1=O
→ -5, -1, 5, -12, ., ., -4, -5, ., -1
O=C1C2C(c3cccc(/C=C/c4ccccc4)c3)CC=CC2C(c2ccc3ccccc3c2)N1Cc1ccccc1 (stereo not given)
→ -5, 1, 1, 5, -3, -27, 1, 8, 1.8, 0
Cc1cc(Cl)ccc1-c1nc(NCc2ccccc2)nc2ccsc12
→ -7, -1, 3, -1, 2, ., -7, -5, 0.1, -6
CN(Cc1ccccc1)C(=O)OCc1cn(Cc2ccccc2Cl)nn1
→ 2, 1, 0, -6, ., ., -9, -13, ., 0
CC(C)NC(=O)CCCc1cn(C)c2ccccc12
→ 2, -3, -1, 12, 3, -5, -3, 5, 1.8, 3
COc1ccc(Cc2nc3ccccc3n2CC(=O)N/N=C/c2ccccc2)cc1OC
→ 1, 2, 1, 2, 8, 3, 0, -6, -0.8, 4
COc1ccccc1OCC(=O)NNC(=S)NC(=O)c1ccco1
→ 9, -2, -4, 3, 11, -1, 4, -3, -1.9, 6
Cc1ccc(S(=O)(=O)N2[C@@H](c3cccc(Cl)c3)C(C(=O)O)=CC[C@H]2c2ccc(C(C)C)cc2)cc1
→ -17, 3, 4, -8, 5, -100, 2, -11, -1.6, -7
Cn1nnc(NC(=S)NC(=O)c2cc(Cl)ccc2Cl)n1
→ -3, 1, -5, -2, -2, 1, 3, 2, -1.0, 2
O=C1CCc2cc(S(=O)(=O)NCc3ccccc3)cc3c2N1CC3
→ -5, -3, 3, 7, 8, 2, -6, 0, -1.2, -1
O=C(CCc1ccc(O)cc1)NN=Cc1ccc2c(c1)OCO2
→ -6, -2, 2, 6, 4, 0, -1, -2, -0.2, 2
CC1=NN(Cc2ccccc2)C(=O)C1C(c1ccncc1)C(C#N)C#N (stereo not given)
→ 4, 7, 1, 9, 3, 1, 1, 0, -3.7, 10

Ordered by heavy-atom count (rising): some entries from above.
The line under a structure holds: mABHD4 FP, UHRF1 MBD2 ctr, LEDGF integ inh, TDP2 absorb, TCR-CD3 inh, HTRA1 inh, PRMT1 FP inh, DDE Tn7 FP inh, PG9 binder, SIAE primary
ClCc1cc2ccccc2nc1Cl
→ 3, 2, 0, 1, -11, 0, 4, 8, 4.2, -1
CC(C)Sc1nc(-c2cccs2)nc2cc(Cl)ccc12
→ 4, 5, -3, -7, -2, ., 0, 8, -0.6, -3
CC(C)(C)c1ccc(C(=O)Oc2ccc3c(c2)OCC3=O)cc1
→ -3, 0, 0, -11, 3, -5, 1, -2, -2.0, -11
Cc1cc(Cl)ccc1-c1nc(NCc2ccccc2)nc2ccsc12
→ -7, -1, 3, -1, 2, ., -7, -5, 0.1, -6
CN(Cc1ccccc1)C(=O)OCc1cn(Cc2ccccc2Cl)nn1
→ 2, 1, 0, -6, ., ., -9, -13, ., 0
O=C1C2C3C=CC(C2C(=O)N1C1CCCCC1)C1C(=O)N(C2CCCCC2)C(=O)C31 (stereo not given)
→ 0, 0, 2, 4, 4, 3, 0, -1, 1.7, 1
COc1ccc(Cc2nc3ccccc3n2CC(=O)N/N=C/c2ccccc2)cc1OC
→ 1, 2, 1, 2, 8, 3, 0, -6, -0.8, 4
Cc1ccc(S(=O)(=O)N2[C@@H](c3cccc(Cl)c3)C(C(=O)O)=CC[C@H]2c2ccc(C(C)C)cc2)cc1
→ -17, 3, 4, -8, 5, -100, 2, -11, -1.6, -7

Next section.
The line under a structure holds: mABHD4 FP, UHRF1 MBD2 ctr, LEDGF integ inh, TDP2 absorb, TCR-CD3 inh, HTRA1 inh, PRMT1 FP inh, DDE Tn7 FP inh, PG9 binder, SIAE primary
CC12CCC(=O)N1C(C(=O)NNC(=O)COc1cccc(C(F)(F)F)c1)CS2 (stereo not given)
→ -3, 3, -5, -11, -10, 4, 3, 1, -0.6, -4
O=C(CSc1ncnc2scc(-c3ccccc3)c12)NC1CCS(=O)(=O)C1 (stereo not given)
→ -2, -2, 1, 3, -8, 2, 5, 0, 0.2, 3
COc1ccc(C(=O)Nc2cccc(C)c2)cc1S(=O)(=O)N1CCOCC1
→ 1, -2, -6, 2, -1, -9, 0, 7, -0.8, -5
CC(=O)N1CCN(c2ccc(NC(=O)c3ccco3)cc2)CC1
→ -7, 5, -1, -8, -7, -1, 8, 4, -1.6, -3
O=C(c1cc(-c2ccncc2)nc2ccc(Br)cc12)N1CCN(Cc2ccc3c(c2)OCO3)CC1
→ 6, -2, 2, 11, 2, -6, 1, -2, -0.7, 0
Cc1ccc(S(=O)(=O)NC(=O)Nc2ccc(F)c(F)c2)cc1
→ 8, -3, -2, -3, 5, 8, 3, 3, 1.1, 3
OCC[C@@H]1C[C@@H](O)[C@H](O)[C@@]2(OCCc3ccccc32)O1
→ -1, 1, -2, -1, -4, -1, 0, 0, -2.2, 0
CCOc1nc(-c2ccccc2)ccc1-c1noc(-c2cccnc2)n1
→ -3, 2, -2, 5, 0, -5, 4, 5, -0.9, 1
COc1ccc(Br)cc1C(=O)NC(=S)Nc1cc(-c2nc3ccccc3[nH]2)ccc1C
→ -22, 5, -4, -6, 55*, -65, 1, 0, -1.6, -79
NCCCn1cnc2ccccc21
→ 2, -1, -3, -10, 3, 2, -3, 0, 0.9, 3
COc1ccc(NC(=O)c2ccc3c(c2)OCO3)cc1Cl
→ -8, 0, 3, 7, -2, -9, -1, -5, 1.0, -2
NC(=O)C1(N2CCCCC2)CCN(C(=O)CSc2nc(C(F)(F)F)cc(=O)[nH]2)CC1
→ 4, -1, 0, 11, 2, -1, 1, 1, -1.0, 6
CC(C)(C)c1nnc(NC(=O)NS(=O)(=O)c2ccccc2)s1
→ 0, 1, 0, 3, -1, 3, 1, -5, 1.1, -2
Cc1cc(C)c2c(N)c(-c3nnc(SCc4ccc(Cl)cc4)n3C)sc2n1
→ 6, 1, -4, 6, 3, 11, 0, 0, -0.8, 0
CCN(CC)CCCNC(=O)CSc1c2c(nc3cc(Cl)ccc13)CCCC2
→ 7, -1, -2, -2, 3, -21, 1, 6, -0.4, 1
COc1cccc(/C=C2/Sc3ccc(C(=O)NCCCN4CCCC4)cc3NC2=O)c1
→ -3, -2, -1, 3, -5, -22, 3, -12, -1.9, -13
O=C(CSC1=NC(=O)C(Cc2ccccc2)C(=O)N1)Nc1ncc(Br)cc1Br (stereo not given)
→ -3, 0, 3, -11, -5, 6, 16, 9, -3.9, 6
COCCNC(=S)N=Nc1c(O)[nH]c2c(C)cc(C)cc12
→ 9, -1, 2, -10, 4, 16, -4, -7, -7.1, -8

Compounds were not picked by outcome; overall some 4.2% were active at least once.
